Source: PubChem BioAssay
14-3-3g Raf = 14-3-3 gamma protein interaction modulation. P61981. inhibition, % at 40 µM. 0.19% of 160,000 active. AID 422. FP, 14-3-3gamma / TMR-pS259-Raf peptide binding; in the data active means inhibition above about 30%;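 further: 0% = protein plus tracer without compound and 100% = blank with tracer alone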
Target sequence (P61981 whole entry, looked up): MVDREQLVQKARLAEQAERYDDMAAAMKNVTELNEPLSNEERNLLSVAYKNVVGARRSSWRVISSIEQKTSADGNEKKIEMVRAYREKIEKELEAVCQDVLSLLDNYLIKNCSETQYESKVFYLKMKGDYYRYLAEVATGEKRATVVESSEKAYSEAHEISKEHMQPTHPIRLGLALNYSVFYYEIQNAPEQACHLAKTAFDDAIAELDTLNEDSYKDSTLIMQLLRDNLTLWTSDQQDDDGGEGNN
The depositor's hits bear a star; & = joins results of further samples. Some of the compounds tested, so the mix of outcomes need not match the whole.

structure	14-3-3g Raf
Cc1sc2ncn(CC(=O)N3CCN(c4ccc(F)cc4)CC3)c(=O)c2c1S(=O)(=O)N1CCCCC1	-14
CCOc1ccc(OCCN2C(=O)NC3(CCCc4ccccc43)C2=O)cc1 (stereo not drawn)	0
CCOc1ccccc1/C=c1\sc2nc(-c3ccco3)nn2c1=O	-6
CN1C2=C(C(=O)CC(C)(C)C2)C(c2ccc(O)c(Cl)c2)C2=C1CC(C)(C)CC2=O	-4
CCCCN(CCCC)S(=O)(=O)c1ccc2c(c1)CCN2C(C)=O	-6
COc1cc(C(=O)OC2CCN(C)CC2)cc(OC)c1OC	-10
Cn1c(=O)c2c(nc(NCc3ccc4c(c3)OCO4)n2Cc2cccc3ccccc23)n(C)c1=O	-49
Cc1ccc2c(c1)C(=O)c1ccccc1C2=O	-48
CCCOC(=O)c1ccc(N2C(=O)C3CC=CCC3C2=O)cc1 (stereo not drawn)	-3
COc1ccccc1Cc1noc(C=Cc2ccccc2Cl)n1	-5
COc1ccccc1NC(=O)CSc1nc2c(sc(=S)n2CC2CCCO2)c(=O)n1-c1ccc(F)cc1 (stereo not drawn)	-10
O=C(c1ccc2c(=O)n(-c3ccccc3)c(=O)[nH]c2c1)N1CCN(c2ccc(F)cc2)CC1	0
CCOC(=O)c1sc(NC(=O)c2cncc(Br)c2)nc1C	-21
COc1ccc(N(C(=O)c2ccco2)S(=O)(=O)c2cc(OC)ccc2OC)cc1	-2
CCOC(=O)CSc1nc2ccccc2c(=O)n1NC(=O)c1ccccc1	-3

Continued (three carried over from the part before).
structure	14-3-3g Raf
CCOC(=O)c1sc(NC(=O)c2cncc(Br)c2)nc1C	-21
COc1ccc(N(C(=O)c2ccco2)S(=O)(=O)c2cc(OC)ccc2OC)cc1	-2
CCOC(=O)CSc1nc2ccccc2c(=O)n1NC(=O)c1ccccc1	-3
COc1ccc(-n2nc3c(c2NC(=O)c2ccccc2C)CS(=O)C3)cc1 (stereo not drawn)	3
CN(c1ccccc1)c1ccc(C2C3=C(CC(C)(C)CC3=O)OC3=C2C(=O)CC(C)(C)C3)cc1	2
O=C(c1ccc(S(=O)(=O)N2CCCC2)cc1)N1CCN=C1SCc1ccccc1	-9
COc1cc([N+](=O)[O-])ccc1N1C(=O)c2cccc([N+](=O)[O-])c2C1=O	2
Cc1ccc(C(=O)Nc2ccc(C(=O)O)cc2)cc1S(=O)(=O)N1CCCCC1	-8
COC(=O)c1nc(NC2=NCCCCC2)n[nH]1	0
CCOc1ccccc1NS(=O)(=O)c1cc(Br)cc2c1N(C(=O)CC)CC2	-11
CC(C)N1C(=O)CCC1C(=O)NC1CCCCCC1 (stereo not drawn)	0
FC(F)(F)c1nc2ccccc2nc1N1CCCCC1	-8
CCCCCC(=O)N1CCN(CCN=CC2=C(O)CC(c3ccco3)CC2=O)CC1 (stereo not drawn)	-9
O=C(Nc1nc2ccc3ccccc3c2s1)c1ccco1	-17
CC1Cc2nc(SCC(=O)Nc3ccccc3)n(C)c(=O)c2S1 (stereo not drawn)	-16
COc1cc2c(cc1OC)C1C(C(=O)Nc3ccccc3F)c3ccccc3C(=O)N1CC2 (stereo not drawn)	-13
O=C(O)CSC1CC(=O)N(c2ccc(Cl)cc2)C1=O (stereo not drawn)	-10
CC(NC(=O)c1cc2sccc2n1C)c1ccc2c(c1)OCCO2 (stereo not drawn)	-2

Quoted from the listing:
14-3-3g Raf, COc1cc([N+](=O)[O-])ccc1N1C(=O)c2cccc([N+](=O)[O-])c2C1=O : 2
14-3-3g Raf, O=C(c1ccc2c(=O)n(-c3ccccc3)c(=O)[nH]c2c1)N1CCN(c2ccc(F)cc2)CC1 : 0
14-3-3g Raf, CCCOC(=O)c1ccc(N2C(=O)C3CC=CCC3C2=O)cc1 (stereo not drawn) : -3
14-3-3g Raf, CN1C2=C(C(=O)CC(C)(C)C2)C(c2ccc(O)c(Cl)c2)C2=C1CC(C)(C)CC2=O : -4
14-3-3g Raf, CCOc1ccccc1NS(=O)(=O)c1cc(Br)cc2c1N(C(=O)CC)CC2 : -11
14-3-3g Raf, CC1Cc2nc(SCC(=O)Nc3ccccc3)n(C)c(=O)c2S1 (stereo not drawn) : -16

(listing goes on)
structure	14-3-3g Raf
Cc1c(C(=O)NCCN(C)c2ccccc2)sc2ncnc(N3CCOCC3)c12	-13
Cc1oc(-c2ccccc2F)nc1CS(=O)(=O)CC(=O)NCCCN(C)C1CCCCC1	1
Cc1c(C(=O)Nc2ccc(Cl)cn2)sc2ncn(CC(=O)N3CCCCC3)c(=O)c12	-31
CCOc1ccc2c(c1)C(=O)c1cc(OCC)ccc1-2	-44
COc1cc(C2NC(=O)NC(C)=C2C(=O)OCC(C)C)ccc1O (stereo not drawn)	2
CC(C)OCCCNC(=O)C1CCC(Cn2c(=O)[nH]c3ccccc3c2=O)CC1 (stereo not drawn)	8
CNC(=O)N1C(=O)C(=O)c2ccccc21	5
COc1cccc(C2CC(c3ccc(C)cc3)n3nc(N)nc3N2)c1 (stereo not drawn)	-2
CC(C)OCCCNC(=O)C1CCN(c2nc3ccccc3o2)CC1	-4
Cc1cccc(-n2ncc3c(N4CCN(c5nc(C)cc(C)n5)CC4)ncnc32)c1	-4
CC(=O)C1=C(C)NC(=O)NC1c1cccc(O)c1 (stereo not drawn)	-3
Cc1cccc(-n2cnc3cc(C(=O)NCCC4=CCCCC4)ccc32)c1	-62
CN(Cc1ccccc1)C(=O)CN(Cc1ccc(Br)cc1)S(=O)(=O)c1ccccc1	-10
O=C1c2nc3ccccn3c2C(=O)N1Cc1ccccc1	-2
CC1=Nc2ncnn2C(c2ccccc2)/C1=N\O (stereo not drawn)	-6
Cc1ccc(N2C(=O)CSC2c2cccc(F)c2)cc1Cl (stereo not drawn)	0
CCOC(=O)C1C(=O)NC(N2CCN(c3ccccc3)CC2)=NC1c1ccco1 (stereo not drawn)	-6
Cn1c(NCc2ccco2)nc2c1c(=O)n(Cc1ccc(Cl)cc1)c(=O)n2C	-15
Cc1nc(Nc2ccc([N+](=O)[O-])cc2)c2c(C)c(C)sc2n1	-3
CC(CCC(=O)O)C1CCC2C3CC(O)C4CC(O)CCC4(C)C3CCC12C (stereo not drawn)	-3
COc1ccc(C2=NN(CC(=O)NC3CC3)C(=O)CC2)cc1	-6
Cc1cc(C(=O)N2CCC(C(F)(F)F)n3nccc32)on1 (stereo not drawn)	5
CCOC(=O)c1ccc(NC(=O)CN2C(=O)CNC2=O)cc1	0
O=C(C1Cc2ccccc2CN1S(=O)(=O)c1cccs1)N1CCCCCC1 (stereo not drawn)	-7
C=CCc1c(C)nc(SC)nc1Nc1ccc(C(=O)O)cc1	-3&-4
CCNC(=O)c1c(NC(=O)c2ccccc2)sc2c1CCC(C(C)(C)C)C2 (stereo not drawn)	-8
O=C(C1CCC1)N1CCc2cc(S(=O)(=O)NCCN3CCCC3)ccc21	-1
Cc1ccc2c(c1)C(c1ccc(F)cc1)N(C(=O)c1ccc(C(=O)c3ccccc3)cc1)CC(=O)N2 (stereo not drawn)	-12
CC1CCC/C(=C\Nc2ccc3c(c2)OCO3)C1=O (stereo not drawn)	-6
CCC1(CC)Cc2ccccc2-c2nc(NCCCO)[nH]c(=O)c21	5

Grouped by structure, the compounds so far with a CF3 group
structure	14-3-3g Raf
FC(F)(F)c1nc2ccccc2nc1N1CCCCC1	-8
Cc1cc(C(=O)N2CCC(C(F)(F)F)n3nccc32)on1 (stereo not drawn)	5

Following part
structure	14-3-3g Raf
Cc1cccc2sc(=NC(=O)c3ccc(S(=O)(=O)N4CCCC(C)C4)cc3)n(C)c12 (stereo not drawn)	-1
CC(=O)Nc1nonc1-c1nc2ccccc2n1CCC#N	-1
Cc1cc(C)cc(N(CC(=O)NCc2cccnc2)S(C)(=O)=O)c1	-1
CC(=O)N1c2ccc(S(=O)(=O)N3c4ccccc4CC3C)cc2CC1C (stereo not drawn)	-3
O=c1c2cccc3c2c(nn1-c1ccccc1)-c1ccccc1-3	-19
C=CCNC(=O)Nc1ccc2snnc2c1	-1
CN1CCN(Cc2ccc(-c3ccc(Cl)cc3)o2)CC1	8
Cc1ccc(C(=O)Nc2ccccc2C(=O)O)cc1S(=O)(=O)Nc1ccc(Br)cc1	-31
N#Cc1c(NC(=O)c2ccccc2[N+](=O)[O-])sc2c1CCCCC2	-7
CCc1cccc(C)c1NC(=O)C1C2CCC(O2)C1C(=O)O (stereo not drawn)	-3
CN(C)c1oc(-c2cccs2)nc1C#N	2
Cc1ccc2c(c1)N(C)C(=Cc1cccc[n+]1C)S2	-185
COc1ccc(-n2ncc3c(Nc4ccc(F)cc4)ncnc32)cc1	-9
O=C1c2ccccc2C(=O)N1Cc1nc(-c2ccccc2)no1	-16
CC(C)C(c1nnnn1Cc1ccc(F)cc1)N1CCN(C2CCCCC2)CC1 (stereo not drawn)	-7
O=C(c1cccnc1)N1N=C(C(F)(F)F)CC1(O)c1cccnc1 (stereo not drawn)	6
Cc1ccccc1OCc1nc(C#N)c(NCc2ccc3c(c2)OCO3)o1	-8
Cc1cc(C)n(CC(O)COc2ccccc2C(=O)Nc2ccccc2)n1 (stereo not drawn)	-3&1
CCOC(=O)CNC(=O)C(=O)c1c(O)[nH]c2ccccc12	-6
CCOC(=O)C1CCN(C(=O)C2CCN(c3nc4ccc(OC)cc4s3)CC2)CC1	0
N#Cc1c(N)nc(-c2ccccc2)nc1-c1ccccc1	0
CCOc1cccc2cc(-c3csc(Nc4ccccc4)n3)c(=O)oc12	-2
COc1ccc(-c2noc(CCC(=O)N3CCN(c4ccc([N+](=O)[O-])cc4)CC3)n2)cc1	2
Cc1csc(SCC(=O)O)n1	-8
Cn1c(=O)c2c(nc3n(C4CCCCC4)c(-c4ccccc4)cn23)n(C)c1=O	-4
COc1ccc(OC)c(-c2cc(C(=O)N3CCN(c4ccccc4)CC3)no2)c1	1
CSC1CCCCC1(O)CSc1nc2ccccc2s1 (stereo not drawn)	6
COc1cccc(N2CCN(C(=O)CCS(=O)(=O)c3cccc4nsnc34)CC2)c1	-1
CCn1c(=O)cc(SCC(=O)NCc2ccccn2)c2ccccc21	2
O=C1Cc2c([nH]c3ccc(Br)cc23)-c2ccccc2N1	-1
c1ccc2c(c1)ncn2CCn1cnc2ccccc21	2
CC1(C)Cc2c(sc(NC(=O)c3ccc(S(=O)(=O)N4CCCc5ccccc54)cc3)c2C(N)=O)C(C)(C)N1	-14
O=c1n(-c2ccccc2)c(=O)n(Cc2ccccn2)n1Cc1ccccn1	2
CC(C)OC(=O)c1nnc(Cc2ccc(F)cc2)o1	-8
Cc1ccc(C(=O)Nc2nc(-c3cccc([N+](=O)[O-])c3)cs2)cc1	-5
COc1cc2c(cc1OC)C(COc1ccc(F)cc1)N(C(=O)c1ccc(S(=O)(=O)N3CCOCC3)cc1)CC2 (stereo not drawn)	-6
CCOC(=O)C(C)Sc1nc(C)cc(C)c1C#N (stereo not drawn)	-2
CCC(C(=O)Nc1c2c(nn1-c1ccc([N+](=O)[O-])cc1)CSC2)c1ccccc1 (stereo not drawn)	-14
O=C(CSc1nnc2sc3ccccc3n12)N1CCc2ccccc2C1	0
O=[N+]([O-])c1cccc(C2=Nn3c(nnc3-c3cccc(F)c3)SC2)c1	1
O=C(CCNS(=O)(=O)c1ccc(Br)s1)NCc1cccs1	3
CC(C)CC(Nc1ncnc2ccc(Br)cc12)C(=O)O (stereo not drawn)	-7
COc1ccc(S(=O)(=O)N2CCN(C(=O)c3ccccc3)CC2)cc1F	0
Cc1cc(=O)[nH]c(SCc2nc3ccccc3s2)n1	1
CCOCCOC(=O)c1[nH]c2c(c1C)C(=O)CC(c1ccccc1Cl)C2 (stereo not drawn)	-42
CCOc1cc(C2C3=C(CCCC3=O)NC3=C2C(=O)CCC3)ccc1OCCO	-1
O=C(O)c1ccc2cc[nH]c2c1	-3
CCCCNC(=O)CNC(=O)Cn1ccc2ccccc2c1=O	2
COc1ccc(CCNC(=O)CSc2nc(C)nc3c2c(=O)n(C)c(=O)n3C)cc1OC	-2
Cc1nn2c(=O)nc3sc4c(c3c2[nH]c1=O)CCCC4	-14
COc1ccccc1-c1nn2c(C(F)(F)F)nnc2s1	-6
COc1cccc(NC(=O)N2CCN(C(=O)C(Cc3ccc(OC)c(OC)c3)NC(C)=O)CC2)c1 (stereo not drawn)	4
N#Cc1nc(COc2ccccc2)oc1N1CCOCC1	-3
COc1cccc(C(=O)Nc2c3c(nn2-c2ccc(C)cc2)CS(=O)C3)c1OC (stereo not drawn)	-1
COc1ccccc1N1CCN(C2CCN(C(=O)c3cc(OC)c(OC)c(OC)c3)CC2)CC1	21
CC(C)(C)c1ccc(C(=O)Nc2nnc(Cc3ccccc3)s2)cc1	-8
CCC(=O)N1CCc2cc(S(=O)(=O)NC(C(=O)NCc3ccc(F)cc3)C(C)C)ccc21 (stereo not drawn)	5
CN(C)c1ccc(NC(=O)Cn2cc3c(n2)CCCC3)cc1	-24
CC(=O)N1CCc2cc(S(=O)(=O)NC(C)(C)C)ccc21	-5
Fc1ccc(OCc2nc(-c3ccc(Br)o3)no2)c(F)c1	-5

Further entries follow.
structure	14-3-3g Raf
Cc1cccc(NC(=O)c2snc3c(=O)[nH]cnc23)c1	-4
CC(=O)Nc1ccc(-c2nnn(CC(=O)c3ccccc3)n2)cc1Cl	-4
COc1cccc(-n2c(SCC(=O)N3CCOCC3)nnc2-c2c[nH]c3ccccc23)c1	-8
O=C(CSc1nnc(-c2c[nH]c3ccccc23)o1)N1c2ccccc2CCc2ccccc21	-1
COc1cc(C(=O)Nc2ccc(S(=O)(=O)Nc3onc(C)c3C)cc2)cc(OC)c1OC	-6
CCOc1ccc(-c2[nH]nc3c2C(c2ccc4c(c2)OCO4)C(C#N)=C(N)O3)cc1OC (stereo not drawn)	7
CCC(C)NC(=O)c1ccc2c(c1)N(Cc1ccc(Cl)cc1)C(=O)c1ccccc1S2 (stereo not drawn)	7
